Bioassay records as filed in PubChem.
PfHsp40 yeast: rescue of yeast from PfHsp40 toxicity, primary screen, S. cerevisiae, ATP luminescence; S. cerevisiae expressing PfHsp40, growth rescue; growth rescue, % at 12.5 µM; 340,000 tested, 0.68% active; AID 504582, 2011; in the data active = growth rescue above about 28%, passing the limit was not always enough; inconclusive = no clear call, values can overlap the other calls;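 also: yeast W303a lacking pdr1 and pdr3 grown in galactose medium; growth measured after three days at 30 °C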
PrPC surface inh: inhibitors of human cell surface prion protein PrPC, primary screen, cell-based, TR-FRET; TR-FRET read-out; inhibition, % at 13.8 µM; 370,000 tested, 0.43% active; in the data active = inhibition above about 24%; also: 0% = median of the test wells and 100% = reference compound wells
BoNT F protease: BoNT/F light chain protease inhibitors, primary screen, biochemical, flow cytometry, MLPCN library; AID 588497, 2011; Botulinum neurotoxin type F light chain protease (Clostridium botulinum); 360,000 tested, 0.22% active; inhibition, % at 10 µM; Multiplex microsphere protease cleavage assay; in the data active = inhibition above about 35%, passing the limit was not always enough; inconclusive = no clear call, values can overlap the other calls; also: plate controls were buffer without enzyme for full effect and enzyme alone for no effect
Anthrax LF inh2: Bacillus anthracis LF protease inhibitors, primary screen, biochemical, multiplex microsphere, MLPCN library | inhibition, % at 10 µM | AID 588501, 2011 | multiplex microsphere protease cleavage assay | 360,000 tested, 0.12% active | Lethal factor (Bacillus anthracis), P15917; also: plate controls were buffer without enzyme for full effect and enzyme alone for no effect
Target sequence (P15917 whole entry, looked up): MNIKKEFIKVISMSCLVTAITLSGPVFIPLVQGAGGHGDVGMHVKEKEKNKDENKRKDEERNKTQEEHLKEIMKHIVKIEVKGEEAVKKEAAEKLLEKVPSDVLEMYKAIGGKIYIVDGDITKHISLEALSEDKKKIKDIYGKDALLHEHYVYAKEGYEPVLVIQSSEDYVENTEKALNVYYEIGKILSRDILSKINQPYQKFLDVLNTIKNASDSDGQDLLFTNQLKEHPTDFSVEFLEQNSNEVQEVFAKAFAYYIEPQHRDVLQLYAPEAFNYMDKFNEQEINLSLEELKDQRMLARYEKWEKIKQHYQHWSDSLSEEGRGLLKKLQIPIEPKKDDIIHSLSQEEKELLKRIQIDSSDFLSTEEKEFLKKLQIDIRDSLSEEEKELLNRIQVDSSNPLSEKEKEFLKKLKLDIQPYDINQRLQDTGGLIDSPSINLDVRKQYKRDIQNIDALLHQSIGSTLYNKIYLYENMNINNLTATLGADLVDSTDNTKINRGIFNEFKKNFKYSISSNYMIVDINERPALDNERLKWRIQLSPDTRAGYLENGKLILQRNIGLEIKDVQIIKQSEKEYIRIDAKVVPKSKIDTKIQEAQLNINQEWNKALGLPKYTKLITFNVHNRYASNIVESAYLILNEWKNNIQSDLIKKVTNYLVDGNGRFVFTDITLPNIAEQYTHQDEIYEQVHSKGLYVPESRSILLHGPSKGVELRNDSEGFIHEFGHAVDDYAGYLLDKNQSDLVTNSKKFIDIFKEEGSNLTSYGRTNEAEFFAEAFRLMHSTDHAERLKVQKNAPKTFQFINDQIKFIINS
TcdB inh: TcdB glycohydrolase inhibitors, primary screen, biochemical, single point, plate reader | inhibition, % at 9.99 µM | TcdB glycohydrolase enzymatic assay | 350,000 tested, 0.24% active | Toxin B (Clostridioides difficile), P18177 | AID 652162, 2013; in the data active = inhibition above about 10%
Yp Topo-I inh: Yersinia pestis topoisomerase I inhibitors, primary screen, biochemical, cleavage product accumulation, plate reader, single point; activity, % at 10 µM; 360,000 tested, 0.064% active; Y. pestis Topo-I cleavage product accumulation; DNA topoisomerase I (Yersinia pestis CO92); in the data active = activity above about 50%, passing the limit was not always enough; inconclusive = no clear call, values can overlap the other calls; also: inactives centre near 2
CCHF vOTU inh: CCHFV vOTU protease inhibitors, primary screen, biochemical, Pep-AMC substrate, fluorescence; Crimean-Congo hemorrhagic fever virus L polyprotein viral ovarian tumor (vOTU) protease …; inhibition, % at 11.5 µM; 370,000 tested, 0.55% active; AID 651958, 2012; in the data active = inhibition above about 30%; also: 0% = vehicle wells with enzyme and 100% = no enzyme wells
FadD28 FP inh: inhibitors of FadD28 bisubstrate probe binding, primary screen, biochemical, fluorescence polarization, single point; Mycobacterium tuberculosis FadD28 fatty-acid-AMP ligase; inhibition, % at 12.5 µM; 360,000 tested, 0.22% active; AID 588549, 2011; in the data active = inhibition above about 8.5%, passing the limit was not always enough; inconclusive = no clear call, values can overlap the other calls
BoNT-A LC inh2: BoNT/A light chain protease inhibitors, primary screen, biochemical, flow cytometry, MLPCN library. multiplex microsphere protease substrate cleavage. inhibition, % at 10 µM. 360,000 tested, 0.17% active. AID 588499, 2011; also: plate controls were buffer without enzyme for full effect and enzyme alone for no effect
Active calls of the source: *; ? = inconclusive; . = not tested or not shown; & = joins results of further samples. Rule as the data show it, unless noted: active = inhibition above about 30%; inconclusive = no clear call, values can overlap the other calls; inactive = below that.

smiles	PfHsp40 yeast	PrPC surface inh	BoNT F protease	Anthrax LF inh2	TcdB inh	Yp Topo-I inh	CCHF vOTU inh	FadD28 FP inh	BoNT-A LC inh2
COc1cccc(C2NC(=O)CCC2[N+](=O)[O-])c1 (stereo not given)	.	7	-15	-5	6.1	-4	-10	-0.9	-2.8
CCOc1ccc(C(=O)Nc2ccc(C(=O)N3CCOCC3)cc2)c(OCC)c1	-1.6	-2	2	-1	0.5	-1	-13	-3.5	1.6
O=[N+]([O-])c1cc([N+](=O)[O-])c(Oc2ccc(F)cc2)cc1NN1CCCCC1	-0.3	-3	-1	-6	0.2	-9	-7	0.7	-0.6
CCCCn1nnnc1SCC(=O)c1cc(Cl)ccc1OC	1.4	6	7	-8	.	4	12	1.5	-1.0
CC(=O)OC(C(=O)N1CCN(c2ccc(F)cc2)CC1)c1ccccc1 (stereo not given)	-1.9	-1	0	-4	.	1	0	0.2	-0.5
CC(=O)Nc1c(O)nc(SCC(=O)Nc2nnc(SCc3ccccc3)s2)[nH]c1=O	-0.9	8	-3	-7	0.1	3	-6	-3.2	1.4
CN(Cc1c(F)cccc1Cl)C(=O)c1ccc(NC(=O)CC2SC(N3CCCC3)=NC2=O)cc1 (stereo not given)	0.7	-5	9	4	-0.8	23	1	0.3	2.4
CC(O)CNc1ncnc2cc(-c3ccc(F)cc3)sc12 (stereo not given)	1.6	-1	9	12	1.0	5	-13	-0.9	2.1
CCCCC(=O)Nc1cccc(NC(=O)c2ccc(Br)o2)c1	0.4	-2	-2	-4	.	10	-8	-2.2	-0.5
COc1ccc(N2C(=O)[C@@H]3[C@H](C2=O)[C@H]2c4ccccc4C=CN2[C@@H]3C(C)=O)cc1	-0.7	4	4	0	-0.5	7	92*	-0.9	1.9
COc1ccc(Oc2c(C(F)(F)F)oc3cc(OCC(=O)O)ccc3c2=O)cc1	-1.4	-4	21	2	0.3	-10	12	-4.0	2.4
COc1ccc(NC(=O)c2c(NC(=O)CNCc3ccco3)sc3c2CCC3)c(OC)c1	0.4	6	0	2	.	2	-8	-4.2	-0.3
CC(=O)Nc1ccc(SC[C@H](C)CN2CC[C@H](C(C)(C)C)CCC2=O)cc1	-0.5	5	-2	3	1.5	22	3	-3.7	-0.5
NC(=O)COC(=O)Cc1coc2cc3c(cc12)CCC3	-1.3	0	0	2	0.5	-2	-4	-1.4	-0.3
O=C(c1ccc(Cl)cc1)c1nnc(-c2ccncc2)o1	-0.2	-4	0	3	.	1	5	-1.6	0.2
COc1ccc(OC)c(NC(=O)COC(=O)Cc2ccc(-c3ccccc3)cc2)c1	2.0	3	-6	-2	.	37	19	-1.7	-0.8
COC1CCN(C(=O)c2ccc3oc(Cc4ccc(Cl)cc4)nc3c2)CC1	1.4	7	-1	-2	0.5	31	6	-0.4	-2.1
O=C(Nc1ccc2c(c1)OCO2)c1noc2c1CCCCC2	0.1	6	0	-3	.	4	5	-1.2	0.2
O=C1CC(/C=C/c2ccccn2)=Nc2ccccc2N1	-0.2	-11	9	1	0.2	0	-11	-0.3	0.6
O=C(CC(=O)N/N=C\c1ccc([N+](=O)[O-])cc1)NCCc1ccccc1	-1.2	-26	-13	-7	0.7	-12	20	-3.4	-3.4
CCOc1cc(C2NC(=O)NC(O)(C(F)(F)F)C2C(=O)c2ccccc2)ccc1OC (stereo not given)	-0.9	2	?	?	.	1	-7	-1.6	?
O=C1CSC(=S)N1/N=C/c1ccc2c(c1)OCCO2	-0.5	-3	19	-4	-0.1	-9	8	0.5	3.5
COc1cc(NCCC(=O)c2cccs2)c(OC)cc1Cl	0.9	-9	-1	-4	-6.7	-15	-12	-0.8	-0.8
COc1cccc(CN(C)C(=O)c2ccc3c(=O)n4c(nc3c2)CCC4)c1	-0.2	6	1	2	0.0	2	-4	-2.7	2.1
COC(=O)[C@H](Cc1ccccc1)NC(=O)N1CCC(C)CC1	1.1	2	5	-1	.	-3	10	0.0	2.9
CC1(C)CC(=O)C=C(NCc2cccnc2)C1	-1.9	4	-9	3	.	-5	3	-3.4	-0.1
O=C(COc1ccc(Cl)cc1)Nc1ccc(NC(=O)c2ccco2)cc1	0.5	-5	-4	-4	1.1	7	5	.	-0.9
CN(Cc1ccccc1F)c1cc2c(c3c1ccn3C)C1CCC2C1 (stereo not given)	.	-2	-2	0	-0.7	.	4	-2.2	-0.5
CCCCc1c(C)nn(-c2nnc3c4ccccc4n(C)c3n2)c1C	1.2	-4	-7	4	.	3	8	-2.0	0.2
O=C(Nn1c(Cc2cccs2)nc2ccccc2c1=O)c1ccc(F)c(F)c1	1.5	-4	-4	5	.	-7	-8	-2.6	-0.4
COC(=O)Cc1ccc(NC(=O)c2ccc(C(C)(C)C)cc2)cc1	12	8	5	-2	.	32	28	-3.8	-0.2
Cc1cc(C)nc(SCC(=O)N/N=C\c2sccc2C)n1	-0.3	-2	4	-5	.	-3	10	0.2	0.0
Cc1nnc2ccc(-c3cccc(NS(=O)(=O)c4ccccc4[N+](=O)[O-])c3)nn12	-1.5	-5	9	-5	2.2	-2	-16	-0.3	-0.9
Cc1cc(C(F)F)n2ncc(C(=O)N3CCc4ccccc4C3)c2n1	-0.6	-2	15	2	.	-3	1	-3.3	0.8
Cc1ccc(C(=O)Nc2cccnc2Cl)cc1Cl	-0.3	4	?	3	-0.4	-8	-11	-4.5	-1.2
O=C(c1cccc2ccccc12)N1CCN=C1SCc1ccc([N+](=O)[O-])cc1	-2.2	-9	-6	-2	1.6	16	6	-0.1	-0.7
CN(CC(=O)Nc1cccc(F)c1)C(=O)CNS(=O)(=O)c1ccc(N(C)C)c([N+](=O)[O-])c1	-1.8	-9	.	.	0.7	5	6	-0.5	.
Cc1ccc(Nc2cc(C)nc3ncnn23)c(Cl)c1	0.7	-2	-8	-9	-0.1	8	-5	-1.9	-1.0
COc1ccc(NC(=O)c2ccc3ccccc3c2OC)cc1	4.4	-3	?	-11	2.5	17	9	-3.4	-0.2
CC(C)CCN(C(=O)c1cc(=O)[nH]c2ccccc12)c1c(N)n(Cc2ccccc2)c(=O)[nH]c1=O	-0.4	-4	7	0	0.0	9	21	-1.6	3.5
COc1cccc(C(=O)Nc2ccc(-c3nnc(-c4ccco4)o3)cc2)c1	-0.9	-5	6	0	.	0	-3	-3.9	0.2
COC(=O)Cc1c(O)ccn(Cc2ccccc2OC)c1=O	-0.7	-3	?	3	.	-1	5	-4.2	-0.1
CN=c1c([N+](=O)[O-])nn(-c2ccc3c(c2)OCCO3)n1O	1.5	-13	-6	10	0.4	1	16	-1.4	0.2
O=S1(=O)CC(O)C(O)CS1 (stereo not given)	.	-3	2	-2	0.2	.	8	.	3.3
COc1ccc(C2C(C#N)=C(N)Oc3n[nH]c(C)c32)cc1Cn1nc(C)c([N+](=O)[O-])c1C (stereo not given)	-1.1	4	-16	-1	.	-2	9	0.3	-0.5
Cc1cccc(CNc2ncnc3ccc(-c4ccc5c(c4)OCCO5)cc23)c1	0.9	-1	-11	0	1.3	-3	-10	-6.9	-0.6
CCCc1ccc(-c2cc(C(=O)NN3CCOCC3)c3ccccc3n2)cc1	0.3	15	0	-9	.	15	-5	0.9	0.5
CN(C)S(=O)(=O)c1cccc(NC(=O)Cc2ccc(-c3ccccc3)cc2)c1	0.9	15	-8	0	0.0	17	8	0.3	-2.0
CC(=O)COC(=O)CCc1nc2ccccc2[nH]c1=O	1.0	-5	-16	-8	0.5	4	-17	-0.2	-1.5
NC(=O)C1(N2CCCCC2)CCN(C(=S)Nc2ccc(S(N)(=O)=O)cc2)CC1	-2.1	-4	-1	-1	-0.6	10	-1	1.0	0.1

A run of entries from the list above, for reference:
smiles	PfHsp40 yeast	PrPC surface inh	BoNT F protease	Anthrax LF inh2	TcdB inh	Yp Topo-I inh	CCHF vOTU inh	FadD28 FP inh	BoNT-A LC inh2
CC(=O)COC(=O)CCc1nc2ccccc2[nH]c1=O	1.0	-5	-16	-8	0.5	4	-17	-0.2	-1.5
NC(=O)C1(N2CCCCC2)CCN(C(=S)Nc2ccc(S(N)(=O)=O)cc2)CC1	-2.1	-4	-1	-1	-0.6	10	-1	1.0	0.1

Next records:
smiles	PfHsp40 yeast	PrPC surface inh	BoNT F protease	Anthrax LF inh2	TcdB inh	Yp Topo-I inh	CCHF vOTU inh	FadD28 FP inh	BoNT-A LC inh2
COc1ccccc1CNS(=O)(=O)c1ccc(-c2cc(C)no2)cc1	0.1	18	-9	-1	0.8	13	5	-3.6	0.3
COc1nccnc1NS(=O)(=O)c1ccc(NC(=S)NC(=O)c2cccc(F)c2)cc1	-1.7	2	-7	0	.	7	-18	0.3	-1.1
CN=C1SC(CC(=O)Nc2ccc(N3CCOCC3)cc2)C(=O)N1C (stereo not given)	-0.9	-8	-8	-1	.	-6	-8	-2.7	?
Cc1ccc(C(=O)NN(C)c2nc3ccccc3nc2C(F)(F)F)cc1	-0.4	-3	-2	1	.	-2	12	-4.3	0.0
CCn1cc(C(=O)N[C@H](C(=O)NCCCN2CCOCC2)C(C)C)c(=O)c2cc3c(cc21)OCO3	-0.6	1	-2	-2	0.6	1	9	0.2	-1.3
CCOc1ccccc1NC(=O)N1CCCC1C(=O)Nc1ccc(NC(C)=O)cc1 (stereo not given)	0.8	1	-12	1	.	-1	7	-0.7	-0.6
COc1ccc(CC(=O)O/N=C(\N)Cc2ccc(OC)cc2)cc1	-0.5	8	17	-3	.	-9	-3	-2.1	5.6
COC(=O)c1ccc(COc2cc([N+](=O)[O-])cc3cccnc23)o1	0.7	-23	-1	-3	-6.3	-6	8	-4.0	-0.9
CCOc1ccc(CCN2C(=S)N([C@@H](CC(C)C)CN3CCCC3CN3C(=S)NC[C@@H]3Cc3ccccc3)C[C@@H]2CC(C)C)cc1 (stereo not given in full)	.	-9	-15	-6	0.6	.	15	.	-0.1
COC(=O)CN1C(=O)COc2ccc(S(=O)(=O)NCc3ccc(F)cc3)cc21	-1.1	-1	10	2	1.1	-6	3	-2.3	3.1
O=C(NCc1cccnc1)c1cnc2sccn2c1=O	-0.6	4	-1	3	1.4	7	-1	1.1	0.1
O/N=C/c1ccnc(SCc2ccccc2)n1	-0.9	1	?	-7	2.0	9	-10	-1.5	2.7
C[C@@H]1CN([C@@H](C)CO)C(=O)CCCn2nncc2CO[C@H]1CN(C)C(=O)Oc1ccc2ccccc2c1	.	-4	-1	-15	1.1&-0.5	36	-3	-0.1	-0.3
Cc1ccc(S(=O)(=O)N2CCCCC2)cc1NC(=O)CN1C(=O)CN(C)C1=O	0.1	9	2	2	1.5	4	-6	-3.3	0.0
COc1cccc(CN2CCNC(=O)C2CC(=O)N(C)C2CCCCC2)c1OC (stereo not given)	0.4	-5	-6	-2	0.2	12	-3	-1.0	-0.1
CCOC(=O)N1CCc2[nH]c3ccc(C)cc3c2C1	-0.2	0	2	-4	.	9	-9	-3.7	0.5
CCN(CC)C(=O)C(=O)c1cn(CCOc2ccccc2)c2ccccc12	-0.4	-6	0	-2	1.6	4	-3	-4.1	-0.2
O=C(NC(=S)Nc1ccc(S(=O)(=O)N2CCCC2)cc1)C1CCC1	-0.4	2	-6	-1	.	5	5	0.2	0.0
CCN(CC)CCNCc1ccc(Br)cc1OCC(=O)NCc1ccccc1	-0.9	-2	-11	-5	2.3	-1	2	-0.8	0.1
Cc1cc(C(=O)OC(C)C(=O)Nc2nc(-c3ccccc3)cs2)c(C)o1 (stereo not given)	0.8	5	0	-4	-0.2	8	8	-0.5	-0.6
